p53ts 32C tox – cytotoxicity in p53ts cells at permissive temperature | actives 0.93% (n = 130,000) | AID 924 | Potency, µM (series often up to 46.1 µM), without a hit: at the top dose activity change, negative = cytotoxicity, hits mostly cytotoxic | H1299-p53A138V at 32C, ATP luminescence viability, 24 h;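 further: 0% = DMSO and -100% = full killing by reference compound; nearly all actives have a fitted effect of over 55% in size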
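ATP-content luminescence (ATPlite) read-out after 24 h compound exposure at 32C in H1299-p53A138V cells (600/well). Tested up to 46 uM. Normalized to DMSO (0%) and 100 uM tamoxifen (100% killing); Hill-fit AC50.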
p53ts 39C kill – p53ts cell cytotoxicity, nonpermissive temperature; H1299-p53A138V viability at 39C, ATP luminescence, 24 h; Potency, µM (highest dose often 46.1 µM), for inactives: top-dose activity change, negative = cell killing, hits mostly cytotoxic; actives 1.5% (n = 130,000); further: nearly all actives have a fitted effect of over 55% in size
Peg3 imprint – induces erasure of genomic imprints in mouse ES cells; AID 1948; actives 0.02% (n = 110,000); Potency, µM (top dose mostly 60.7 µM), for inactives: at the top dose activity change, positive = activation, actives largely listed as activators; mouse ES Peg3-LacZ reporter, beta-gal luminescence, 40 h;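 further: 0% = negative control wells on the plate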
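Imprint erasure is scored as LacZ activity from the silenced maternal Peg3 allele in feeder-free female ES cells cultured 40 h with LIF. Luminescence is normalized to in-plate negative controls and fitted to the Hill equation.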
IkB signaling – suppresses IkB signaling in ABC-DLBCL reporter cells. ABC-DLBCL IkBa-CBG/CBR dual luciferase ratio, 4 h; response scale: scaled: untreated 0%, proteasome inhibitor 100%. Potency, µM (top dose mostly 57.1 µM), without a hit: at the top dose IkBa stabilization activation. actives 0.04% (n = 110,000); active means well fitted curve in the direction sought with a large enough effect in the signal ratio, not every such curve was filed as active; inconclusive means small, poorly fitted or top-dose-only effect, or a change in a side signal; the % refers to the signal ratio;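 further: the direction sought is a rising ratio; 0% = basal untreated cells and 100% = reference inhibitor full response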
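In this assay, an IκBα–CBG68 fusion accumulates when IKK-driven degradation is blocked; native CBR normalizes for cell number. OCI-Ly3 cells were treated 4 h with compound and doxycycline, then green and red light read after Chroma-Glo addition.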
* = called active by the depositor; u = inconclusive; x = not tested or not shown; & = joins results of further samples; [ ] = dose if it differs, or a comment. Unless noted, the call rests on the fitted dose curve; in most records, active means well fitted curve in the direction sought with a large enough effect; inconclusive means small, poorly fitted or top-dose-only effect, or another doubt; inactive means no such curve, though single readings can be large; an effect the other way counts as inactive or inconclusive. Unless noted, on the % scale 0 is the no-effect control and ±100 the full control effect; potency means the concentration at half of the fitted maximal effect.

canonical_smiles | p53ts 32C tox | p53ts 39C kill | Peg3 imprint | IkB signaling
O=C(NCCCn1ccnc1)c1cc(-c2ccc3c(c2)OCO3)on1 | 7% | -2% | -5% | -1.6%
Nc1nc(-c2ccc(Cl)cc2Cl)cn1N | 2% | 5% | 5% | 3.1%
COc1ccccc1Oc1ccc(S(=O)(=O)Nc2cccnc2)cc1 | -13% | -9% | -16% | 8.8%
COCCNC(=O)CCCCCN1C(=O)CCC1=O | 6% | 10% | -14% | 4.2%
Cc1cccc(C2CC(c3ccc(F)cc3)Nc3nc(N)nn32)c1 (stereo not drawn) | 3% | 1% | 2% | -3.0%
O=C(O)c1cccc(Cl)c1Cl | -21%[1.84 µM] | 1% | -6% | -3.4%
Cc1ccc(CNC(=O)c2cn(C)c3ccc(S(=O)(=O)N4CCC(C)CC4)cc3c2=O)cc1 | -5% | 6% | -8%[10.9 µM] | -1.7%
CCc1c(C)nc(SCC(=O)N2CCc3ccccc32)[nH]c1=O | 8% | 7% | -1% | 0.7%
CC(CNC(=O)c1nnc(Cc2ccc(F)cc2)o1)c1ccccc1 (stereo not drawn) | 4% | u | -19%[10.9 µM] | 4.0%
CC1(C)CC(Nc2ccc(Nc3ccccc3)cc2)CC(C)(C)N1 | 5%[9.22 µM] | -1%[9.22 µM] | -12%[10.9 µM] | 2.4%[11.4 µM]
Cc1ccc(OC2C(O)COC2/C=C/C#Cc2ccc(C(C)(C)C)cc2)cc1 (stereo not drawn) | 5%&-7%[9.22 µM] | 2%&-5%[9.22 µM] | x | x
O=C1c2ccccc2C(O)(Cc2ccccc2)N1C1CCCCC1 (stereo not drawn) | 5% | 15% | -1% | 1.4%
N[C@@]1(C(=O)O)CCC[C@@H]1C(=O)O | 3%[9.22 µM] | 5%[9.22 µM] | -10%[10.9 µM] | 1.1%[11.4 µM]
COc1ccc(N(CC(=O)N2CCN(C)CC2)S(C)(=O)=O)cc1OC | -1% | -3% | x | x
CCC(Oc1ccccc1)C(=O)Nc1nnc(S(=O)(=O)N2CCCC2)s1 (stereo not drawn) | -10% | 16% | 17%[10.9 µM] | 0.0%
CCOc1ccccc1CNS(=O)(=O)c1ccc(-c2cnc(C3CC3)o2)cc1 | 3% | -12% | -20%[10.9 µM] | 20%
Cc1ccc(C)c(NC(=O)CSc2nc3nccnc3c(=O)n2CCc2c[nH]c3ccccc23)c1 | 8% | 8% | -17%[10.9 µM] | u
CCSc1ncc(Cl)c(C(=O)Nc2ccc(S(=O)(=O)N3CCC(C)CC3)cc2)n1 | 4% | -7% | -16%[10.9 µM] | u
CCc1nnc(NC(=O)CSc2nnc(COc3ccccc3)n2-c2ccc(C)cc2)s1 | 10% | -1% | 6% | -0.3%
CCOc1ccccc1NC(=O)c1sc(-n2nc(C)c(CCC(C)C)c2C)nc1C | -4% | -6% | -10%[10.9 µM] | 0.3%
Cc1nc(N2CCN(C(=O)CCC(=O)O)CC2)c2c(C)c(C)sc2n1 | 0% | 8% | 1% | 0.4%
Cc1cccn2c(=O)c3cc(C#N)c(=NC(=O)c4cccnc4)n(CC4CCCO4)c3nc12 (stereo not drawn) | -3% | 10% | 2% | -0.1%
CCn1nccc1C(=O)Nc1cc(Cl)cc(Cl)c1 | -9% | 2% | x | x
Cc1cccc(OCCSc2nc(-c3cccs3)nc3cc(=O)[nH]n23)c1 | -7% | -16% | -7%[10.9 µM] | 2.0%
Cc1nn(C(C)C(=O)N2CCN(c3ccc(Cl)cc3)CC2)c(=O)c2cc3occc3n12 (stereo not drawn) | 2% | u | -8%[10.9 µM] | u
COc1cccc(Oc2nnnn2-c2ccccc2)c1 | -21% | 4% | -14% | -0.3%
O=C(Nc1ccc2nn(-c3ccc(F)cc3)nc2c1)c1cccc2c(Cl)cccc12 | -9% | -5% | 27%[10.9 µM] | -4.0%
CCC(=O)N1CCc2cc(S(=O)(=O)NC(C(=O)Nc3cc(OC)cc(OC)c3)C(C)C)ccc21 (stereo not drawn) | 10% | 18% | -5%[10.9 µM] | u
Cc1ccc(-c2nnc(SCc3ccccc3F)o2)cc1 | u | u | -6% | 6.2%
COc1ccc(C(NC(N)=O)c2ccccc2)cc1 (stereo not drawn) | -2% | -4% | 14% | -0.9%
COc1ccc(-n2cnnc2SC(C)c2nc3sc(C)c(C)c3c(=O)[nH]2)cc1 (stereo not drawn) | -16% | 9% | -9% | -0.1%
O=C(Nc1cccnc1)c1c(F)cccc1F | 1% | 4% | -2% | -1.6%
CC(C)CN1CCCC2(CCN(C(=O)c3csnn3)CC2)C1 | -1% | 3% | x | 2.7%[11.4 µM]
COc1ccc(CNC(=O)C2CCCN(C(=O)N3CCOc4ccccc43)C2)cc1 (stereo not drawn) | -10% | u | -9%[10.9 µM] | 0.0%
CCn1cnc2cc(NCc3ccc(N(C)C)cc3)ccc21 | -19% | u | -8%[10.9 µM] | 14%
CCOC(=O)c1c(C)c(-c2ccccc2)n(CC(=O)Nc2cc(C)ccc2OC)c1C | 2% | u | -9%[10.9 µM] | -0.5%
Cc1cccc(-c2noc(-c3cc(C(C)C)[nH]n3)n2)c1 | -18% | -30% | -12%[10.9 µM] | u
CCOC(=O)c1c(NC(=O)CSc2nnc(-c3cccnc3)n2Cc2ccco2)sc(C)c1C | 3% | -6% | -16% | u
Cc1cccc(NC(=O)CSc2nc(-c3cccs3)cc(C(F)(F)F)c2C#N)c1 | -14% | u | -10%[10.9 µM] | 0.9%
CCS(=O)(=O)N1CCCC(C(=O)NCCc2ccc(OC)c(OC)c2)C1 (stereo not drawn) | 4% | -3% | -12% | -0.3%
CCOc1ccc(CNC(=O)CSc2nnc(C)c3c(C)n(-c4ccc(Cl)cc4)nc23)cc1 | -10% | -14% | -7%[10.9 µM] | u
COc1ccc(-c2nc3n(c(=O)c2C#N)CCCS3)cc1 | 6% | -3% | -10% | -0.8%
C=CCn1c(Oc2cc(C)ccc2C)nc2c1c(=O)n(C)c(=O)n2C | -3% | 31%[activator] | 15% | 0.9%
CCN(CC)S(=O)(=O)c1cccc(C(=O)NC(C(=O)NC2=NCCS2)C(C)C)c1 (stereo not drawn) | 7% | -9% | -6% | -0.4%
CCc1ccc(N(C(C)=O)C2C=CS(=O)(=O)C2)cc1 (stereo not drawn) | 6% | 10% | -4% | -0.2%
COc1ccc(C)cc1NC(=O)C(=O)NCCc1csc(-c2ccc(C)cc2)n1 | 2% | -27% | 16%[10.9 µM] | 0.3%
CN(C)S(=O)(=O)c1ccc(C(=O)NCCOc2ccccc2)cc1 | 1% | 10% | -4% | 0.0%
CC(C)N(CCNC(=O)C1CCC(=O)N1Cc1ccc(F)cc1)Cc1ccccc1 (stereo not drawn) | -9% | -7% | -16% | 0.0%
OC(COc1ccccc1Cl)CN1CCN(CC(O)COc2ccccc2Cl)CC1 (stereo not drawn) | -5% | -13% | -14% | 1.9%
CCNc1ncc2nc(-c3cc(F)cc(F)c3)c(=O)n(C)c2n1 | -6% | -4% | u | -5.9%[11.4 µM]
O=C(/C=C\c1ccc2c(c1)OCO2)c1ccc(F)cc1 | 0%[9.22 µM] | -8%[9.22 µM] | x | x
Cc1cc(N=Cc2cc(Br)ccc2O)no1 | -4% | 7% | -13% | 2.3%
O=C(O)Cn1nnn(-c2ccccc2)c1=S | -11% | 2% | -57%[inhibitor] | u
CC(C)C(NC(=O)C1CCCCC1)C(=O)NC1CCN(Cc2ccccc2)CC1 (stereo not drawn) | 8% | 9% | -5% | -0.7%
COc1ccccc1CNC(=O)CCNS(=O)(=O)c1cccc2nsnc12 | 3% | 7% | -4%[10.9 µM] | u
Cc1ccccc1NC(=O)Cn1nnc(-c2ccc(N3CCOCC3)cc2)n1 | -3% | -17% | -10% | 0.4%
CSc1nnc([C@H](C)NC(=O)OC(C)(C)C)o1 | -22% | 3% | -9% | -2.2%
CCOC(=O)c1cccc(NC(=O)NCc2ccc3c(c2)CCN3C(=O)CC)c1 | -13% | -6% | -7%[10.9 µM] | u
Cc1c(NC(=O)CN2CCCc3ccccc32)c(=O)n(-c2ccccc2)n1C | 7% | -4% | -7% | 0.8%
COc1ccc(-n2c(SCC(=O)N3CCCCC3)nc(O)cc2=O)cc1 | 1% | 7% | -7% | 0.2%

Retrieved one by one from above:
canonical_smiles | p53ts 32C tox | p53ts 39C kill | Peg3 imprint | IkB signaling
Cc1ccccc1NC(=O)Cn1nnc(-c2ccc(N3CCOCC3)cc2)n1 | -3% | -17% | -10% | 0.4%
Cc1cc(N=Cc2cc(Br)ccc2O)no1 | -4% | 7% | -13% | 2.3%
COc1ccccc1CNC(=O)CCNS(=O)(=O)c1cccc2nsnc12 | 3% | 7% | -4%[10.9 µM] | u
O=C(O)Cn1nnn(-c2ccccc2)c1=S | -11% | 2% | -57%[inhibitor] | u
CCOC(=O)c1cccc(NC(=O)NCc2ccc3c(c2)CCN3C(=O)CC)c1 | -13% | -6% | -7%[10.9 µM] | u

Going on with the list.
canonical_smiles | p53ts 32C tox | p53ts 39C kill | Peg3 imprint | IkB signaling
O=S(=O)(NCCSc1ccccc1)c1cccs1 | -1% | 2% | -9% | -0.6%
COc1ccc(CNC(=O)CCCc2cn(C)c3ccccc23)c(OC)c1 | -2% | -18% | -16%[10.9 µM] | u
CCOC(=O)CSc1nnc(Cc2ccccc2)n1Cc1ccco1 | -5% | -5% | -6% | 0.5%
COc1ccc(CNC(=O)CCC2N=C3c4ccccc4N=C(SCc4ccc(F)cc4)N3C2=O)cc1 (stereo not drawn) | 9% | 10% | 3%[10.9 µM] | -2.3%
O=C(N/C(=N\O)c1ccccc1)Nc1ccc(Cl)cc1 | 0% | 4% | -5% | 1.3%
Cc1cccc(OCCn2c(SCC(N)=O)nc3ccccc32)c1 | 10% | -14% | -8%[10.9 µM] | -0.6%
COC(=O)[C@H](Cc1ccccc1)NC(=O)N1CCCCC1C (stereo partly drawn) | 9% | 10% | 1% | 2.8%
CCN(CC)S(=O)(=O)c1ccc(NC(=O)CN(c2cccc(C)c2)S(C)(=O)=O)cc1 | 2% | -1% | x | x
CCOc1ccc(OCC)c(Nc2ccc3cc(S(=O)(=O)N4CCCC4)ccc3n2)c1 | -6% | -13% | -18%[10.9 µM] | -1.8%
CCCCOc1ccc(Cn2c(=O)sc3ccccc32)cc1 | 3% | -4% | -8%[10.9 µM] | 2.3%
COc1ccc(OC)c(CNC(=O)CCS(=O)(=O)c2ccc3c(c2)oc(=O)n3C)c1 | 5% | 24% | -7%[10.9 µM] | -4.2%
Cc1ccc(-n2c(=O)c3oc4ccccc4c3n(Cc3ccccc3)c2=O)cc1C | 6% | -12% | 17%[10.9 µM] | 2.4%
O=C(/C=C/C(=O)Oc1ccccc1C(=O)O)Oc1ccccc1C(=O)O | -7% | 14% | -16% | x
CC(=O)Nc1cccc(NC(=O)c2cc3ccccc3o2)c1 | 13µM* | 6.3µM* | -84%[inhibitor] | u
CCCC(C(=O)N1CCOCC1)N1C(=O)C2C3C=CC(C3)C2C1=O (stereo not drawn) | -7% | 3% | -5% | -0.5%
Cc1cc(NC(=O)NC2CCCN2S(=O)(=O)c2ccc(Cl)cc2)no1 (stereo not drawn) | 2% | -2% | -13% | 0.6%
Cc1cccc(Nc2nc3c(S(=O)(=O)c4ccc(Br)cc4)nnn3c3ccsc23)c1C | -12% | u | -9%[10.9 µM] | 1.0%
COC(=O)c1ccccc1NC(=O)CN1C(=O)COc2ccc(Cl)cc21 | -8% | -12% | -6%[10.9 µM] | 0.5%
COc1ccc(-c2noc(CN3C(=O)c4ccccc4C3=O)n2)cc1 | 3% | 7% | -25% | -0.7%
COc1ccc(CNC(=O)c2cc(Nc3ccc(C)cc3C)nc3ccccc23)cc1 | -5% | 12% | -9%[10.9 µM] | u
CCS(=O)(=O)N1CCCc2cc(C(=O)Nc3cccc(C(C)=O)c3)ccc21 | -2% | 4% | -1%[10.9 µM] | u
c1ccc(Oc2cccc(OCCCn3cncn3)c2)cc1 | -7% | -6% | -10% | 3.2%
CCc1ccc(NC(=O)c2ccc(F)c(S(=O)(=O)N3CCN(c4cc(C)ccc4C)CC3)c2)cc1 | 8% | -28% | -23%[10.9 µM] | u
CCOC(=O)c1cnn(-c2ncnc3c2oc2ccccc23)c1N | -18% | -5% | -9% | -0.2%
